# Screens: PubChem BioAssay, National Center for Advancing Translational Sciences (NCATS)
# GRP78 ERSR act: inducers of ER stress response in human glioma cells; AID 602332; Potency, µM, for inactives: at the top dose activation, usual class: activators; 420,000 tested, 0.02% active; U87-MG GRP78 promoter luciferase reporter, 16 h; also: potency is read from the fitted curve at half-maximal effect; series mostly up to about 76 µM; % of control where 0% means no effect; nearly all actives have a fitted effect of over 35% in size
#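 ERSR induction read as luciferase luminescence (Bright-Glo, 10 min at room temperature) in stably transfected human U87-MG glioma cells exposed to compounds for 16 h, using GRP78 as sensor.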
# 12-LOX inh: blocks human arachidonate 12S-lipoxygenase | Potency, µM (highest dose often 108 µM), for inactives: at the top dose activity change, negative = inhibition, usual class: inhibitors | 580,000 tested, 1.1% active | AID 1671190 | P18054 | purified 12hLO, xylenol orange hydroperoxide absorbance; also: potency is read from the fitted curve at half-maximal effect; % is scaled to controls: 0 for no effect and ±100 for the full control effect
# Target sequence (P18054 whole entry, looked up): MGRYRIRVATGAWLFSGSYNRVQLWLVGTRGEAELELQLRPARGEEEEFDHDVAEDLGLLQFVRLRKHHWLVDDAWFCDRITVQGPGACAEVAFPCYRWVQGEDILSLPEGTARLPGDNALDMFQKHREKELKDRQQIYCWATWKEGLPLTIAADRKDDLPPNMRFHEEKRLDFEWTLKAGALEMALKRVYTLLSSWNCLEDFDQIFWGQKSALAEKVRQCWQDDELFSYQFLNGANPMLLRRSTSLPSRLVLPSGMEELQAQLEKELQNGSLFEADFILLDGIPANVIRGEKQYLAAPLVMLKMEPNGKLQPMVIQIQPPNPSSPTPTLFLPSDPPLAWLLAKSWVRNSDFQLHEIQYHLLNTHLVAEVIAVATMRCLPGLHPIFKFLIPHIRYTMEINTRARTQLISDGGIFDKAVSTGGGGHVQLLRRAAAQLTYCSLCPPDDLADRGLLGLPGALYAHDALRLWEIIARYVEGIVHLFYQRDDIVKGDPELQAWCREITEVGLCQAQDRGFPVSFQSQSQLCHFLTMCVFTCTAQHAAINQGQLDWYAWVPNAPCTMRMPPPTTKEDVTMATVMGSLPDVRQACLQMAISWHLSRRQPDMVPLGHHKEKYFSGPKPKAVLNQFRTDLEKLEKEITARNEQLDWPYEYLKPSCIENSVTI
#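 Hydroperoxide product was detected by ferrous iron/xylenol orange as the 573 to 405 nm absorbance ratio. Arachidonic acid at 40 uM (final) was turned over for 30 min at room temperature by 150 nM human 12hLO, pH 7.0 Hepes buffer, after 15 min compound preincubation.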
# D2 antag: D2 dopamine receptor (human) antagonism; P14416; HEK293 TREx D2 cells, calcium flux, dopamine EC80; inhibition, % at 10 µM; 340,000 tested, 2% active; AID 485344; in the data active = inhibition above about 30%; also: 0% is about no effect
# Target sequence (P14416 whole entry, looked up): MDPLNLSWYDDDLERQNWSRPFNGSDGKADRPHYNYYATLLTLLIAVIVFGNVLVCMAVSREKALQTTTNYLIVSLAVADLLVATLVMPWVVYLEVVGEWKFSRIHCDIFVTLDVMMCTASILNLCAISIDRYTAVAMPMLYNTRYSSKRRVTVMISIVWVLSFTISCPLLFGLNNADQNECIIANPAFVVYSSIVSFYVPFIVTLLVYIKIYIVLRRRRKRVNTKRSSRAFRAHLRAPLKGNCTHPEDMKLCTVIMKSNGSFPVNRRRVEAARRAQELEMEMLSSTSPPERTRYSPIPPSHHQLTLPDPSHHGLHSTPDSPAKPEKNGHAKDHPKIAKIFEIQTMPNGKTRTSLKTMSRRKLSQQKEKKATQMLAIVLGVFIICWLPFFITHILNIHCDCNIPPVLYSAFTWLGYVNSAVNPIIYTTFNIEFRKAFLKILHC
#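 Antagonism is scored as inhibition of an EC80 dopamine-evoked calcium signal in a force-coupled, tetracycline-inducible HEK293 T-REx D2 line, with compound present 180 s before agonist.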
# D2 agonist: agonists of human D2 dopamine receptor; HEK293 T-REx D2 cells, calcium flux agonist mode; 340,000 tested, 0.53% active; activation, % at 2 µM;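 active = activation over 3 SD above normal in the single-dose calcium agonist read, cut at about 30% in these data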; also: 0% is about no effect
#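 Agonism scored from kinetic calcium signal (1 read/sec, 180 s) following compound pin transfer, after a 10 s baseline. Cells: HEK293 Trex line expressing inducible D2 receptor coupled to calcium, dye-loaded after overnight culture at 30 C.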
# Vif-A3G inh: Vif-A3G binding inhibition; Q9HC16; HeLa A3G-eYFP + Vif (tagged APOBEC3G with the HIV-1 protein that degrades it), YFP fluorescence, overnight; Potency, µM (series often up to 46.1 µM), for inactives: at the top dose activity, negative = active, hits mostly inhibitors; 410,000 tested, 0.076% active;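 also: potency is read from the fitted curve at half-maximal effect; % is scaled to controls: 0 for no effect and ±100 for the full control effect; nearly all actives have a fitted effect of over 60% in size; hits raise eYFP signal because A3G escapes Vif-driven loss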
#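 HeLa cells stably expressing Vif and C-terminally eYFP-tagged A3G, seeded overnight at 37 deg C, then exposed to compound by pintool overnight at 37 deg C. Rise in yellow fluorescence (Ex 488/Em 500-530, Acumen) marks blocked Vif-driven A3G degradation.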
# ERG-DNA inh: ERG Ets/DNA interaction inhibition; P11308; fluorescence polarization, His-ERG Ets domain / labelled DNA; Potency, µM (doses to about 76.9 µM), for the others: at the highest dose FP activity, negative = inhibition, most hits filed as inhibitors; 370,000 tested, 0.028% active; AID 624246; active = well fitted inhibition curve with a large enough effect in the polarisation, with a control signal flat; inconclusive = small, poorly fitted or top-dose-only effect, or effect the other way, or a change in a side signal; inactive = no such curve, though single readings can be large or run the other way; the % refers to the polarisation;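 also: polarization taken with two DNA probes labelled with fluorescein and Texas red; potency is read from the fitted curve at half-maximal effect; % of control where 0% means no effect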
#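 His-tagged ERG Ets domain (1 uM in the protein solution; 300mM KCl, 50mM Tris-HCl, 1mM EDTA, 1mM DTT, pH 7.5) received compound, then a probe mix of 5 nM fluorescein-DNA and 100nM Texas-615-DNA. Fluorescence polarization was read for both dyes.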
# Vif-APOBEC3F blk: Vif-A3F binding inhibition; HeLa A3F-eYFP + Vif (tagged APOBEC3F with the HIV-1 protein that degrades it), YFP fluorescence increase; Potency, µM (highest dose often 46.1 µM), inactives show at the highest dose activity, negative = active; 390,000 tested, 0.2% active; AID 602313; also: potency is read from the fitted curve at half-maximal effect; % of control where 0% means no effect; nearly all actives have a fitted effect of over 65% in size
#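 HeLa cells stably expressing Vif plus C-terminally eYFP-tagged A3F were seeded, incubated overnight at 37 deg C, dosed with compound, incubated overnight again at 37 deg C. Yellow fluorescence (Ex 488/Em 500-530) reported blocked Vif-mediated A3F-eYFP degradation.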
# LDHA block: blocks human lactate dehydrogenase A; P00338; activity change, % (values are at about 110 or 230 µM); purified LDHA, NADH/diaphorase-resazurin fluorescence; stronger effect = lower value; 480,000 tested, 0.15% active; in the data active = activity change below about -30%; inconclusive = mostly about -25% to -30%;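 also: plate controls were DMSO wells for no effect and wells without enzyme for full effect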
#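 Resorufin fluorescence (ex540/em590), read at 0 and 20 min after diaphorase/resazurin addition, reports the NADH left after a 5 min room-temperature reaction of 2 nM human LDH5 with 0.06 mM NADH and 0.2 mM pyruvate.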
# RGS4 inh: blocks human RGS4-accelerated GTP hydrolysis. Potency, µM (doses to about 114 µM), for inactives: at the highest dose activity change, negative = inhibition, most hits filed as inhibitors. 390,000 tested, 0.039% active. Transcreener GDP fluorescence polarization, RGS4-accelerated GTP hydrolysis. P49798; also: potency is read from the fitted curve at half-maximal effect; % is scaled to controls: 0 for no effect and ±100 for the full control effect; nearly all actives have a fitted effect of over 75% in size; some results filed as inactive show a strong effect at the top dose
#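 MLSMR compounds (23 nl, pin-transferred) preincubated 10 min at room temperature with a 500nM (2x) first reagent, then RGS4 at 900nM (2x) plus Transcreener GDP mix added; fluorescence polarization (620/688 nm) read before and after 90 min at 30 °C.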
# Starred values were filed as active, the others as inactive; u = inconclusive; x = no result given; [ ] = another dose, or the depositor's remark. Unless noted, calls follow the shape of the dose curve; as a rule, active = well fitted curve in the direction sought with a large enough effect; inconclusive = small, poorly fitted or top-dose-only effect, or another doubt; inactive = no such curve, though single readings can be large; an effect the other way counts as inactive or inconclusive. Some of the compounds tested; rates above refer to the full screens.
(1) COc1ccc(CCN2C(=O)C3C4CCC(C4=C(C)C)C3C2=O)cc1OC (stereo not drawn)
(2) CC(C)COc1cccc(C(=O)N(CC(=O)Nc2ccccc2C(F)(F)F)Cc2ccco2)c1
(3) O=S(=O)(NCc1cc(-c2ccccc2)no1)c1ccccc1Cl
(4) CC1(C(=O)Nc2ccc3nc[nH]c3c2)CCN1C(=O)CCc1ccccc1 (stereo not drawn)
(5) COc1ccc(S(=O)(=O)NCc2cc(=O)n(C)c(=O)n2C)cc1F
Screen / compound no.	1	2	3	4	5
GRP78 ERSR act	-3.2%	-7.5%	-3.2%	-2.9%	-2.9%
12-LOX inh	-4.6%	-0.9%	-3.9%	-7.5%	8.1%
D2 antag	-7.3	-8.8	x	x	0.1
D2 agonist	7.5	1.4	x	x	0.2
Vif-A3G inh	-3.6%	9.0%	-6.7%	-3.3%	0.9%
ERG-DNA inh	15.2%	3.3%	-3.4%	x	0.6%
Vif-APOBEC3F blk	-18.1%	-5.5%	-4.7%	x	2.5%
LDHA block	-0.4	0.5	-2.6	-4.3	-7.5
RGS4 inh	-17.4%	-11.4%	7.8%	x	-4.1%

(6) CCC(C)NC(=O)C1CCN(C(=O)c2ccc(-n3ccc4ccccc43)s2)CC1 (stereo not drawn)
(7) COc1ccc(NC(=O)Cn2nc(C)c([N+](=O)[O-])c2C)cn1
(8) O=C(COc1ccc(Cl)cc1)Nc1ccc2c(c1)OCO2
(9) Cc1ccc(C(=O)CSc2ccccc2C(=O)O)cc1
(10) CCN1CCCC1CNCc1cccc(OC)c1OCc1ccccc1 (stereo not drawn)
Screen / compound no.	6	7	8	9	10
GRP78 ERSR act	-4.2%	-0.7%	-1.2%	-12.0%	-1.8%
12-LOX inh	-10.1%	-8.6%	-7.9%	1.5%	0.5%
D2 antag	x	-11.3	8.0	-8.3	-8.5
D2 agonist	-0.5	-0.1	0.1	0.0	-0.4
Vif-A3G inh	2.6%	-5.2%	-1.8%	2.3%	1.1%
ERG-DNA inh	6.3%	-7.8%	-6.7%	-17.1%	2.5%
Vif-APOBEC3F blk	-4.0%	-24.3%	6.1%	3.0%	-3.9%
LDHA block	-4.9	5.8	-6.6	3.7	-0.5
RGS4 inh	11.0%	-25.4%	-1.9%	-10.2%	-0.5%

(11) O=S(=O)(NC1CC1)c1ccccc1
(12) CC(C)C[C@H](NC(=O)c1[nH]cnc1C(=O)N[C@H](C)c1ccccc1)C(=O)OC(C)(C)C
(13) CCOC(=O)c1sc(NN=C(C(=O)OC)C(=O)OC)c(C(=O)OCC)c1C
(14) COc1ccc(CCNC(=O)/C(C#N)=C/c2ccc(OCC(=O)NCC3CCCO3)cc2)cc1OC (stereo not drawn)
(15) Cc1ccc(NCCCn2cnc3c(OCc4ccccc4)ncnc32)cc1C
Screen / compound no.	11	12	13	14	15
GRP78 ERSR act	-1.7%	8.7%	-1.6%	-1.1%	-1.7%
12-LOX inh	-4.5%	-16.4%	-11.0%	18.3%	-11.6%
D2 antag	2.3	9.8	11.2	5.1	x
D2 agonist	0.3	-0.3	0.7	0.7	x
Vif-A3G inh	0.0%	-14.7%	-8.0%	-9.1%	-0.1%
ERG-DNA inh	-5.1%	-1.0%	1.8%	2.4%	7.9%
Vif-APOBEC3F blk	-28.9%	2.0%	-13.7%	12.5%	7.7%
LDHA block	-3.3	7.4	-3.0	-12.4	7.4
RGS4 inh	-1.4%	-5.7%	24.9%	-35.9%	-9.4%

(16) CCCCCC1CC(CC(=O)O)C(=O)O1 (stereo not drawn)
(17) Cc1cc(C)cc(NC(=O)C2CCCN(c3ncccn3)C2)c1 (stereo not drawn)
(18) O=C(Cc1ccccc1)N(Cc1cccnc1)c1nc2c(Cl)cccc2s1
(19) CC(=O)c1ccccc1NS(C)(=O)=O
(20) Oc1c(CN2CCOCC2)cc(CN2CCOCC2)c(O)c1O
Screen / compound no.	16	17	18	19	20
GRP78 ERSR act	1.7%	-4.1%	-1.1%	-4.8%	-1.3%
12-LOX inh	5.3%	-16.8%	-14.0%	3.8%	61.2%[activator]
D2 antag	15.8	50.1*	x	x	x
D2 agonist	0.7	-0.9	x	x	x
Vif-A3G inh	0.7%	-2.7%	-8.1%	1.1%	1.8%
ERG-DNA inh	6.0%	5.1%	-2.0%	18.4%	-3.1%
Vif-APOBEC3F blk	4.0%	-1.7%	0.1%	0.8%	-16.4%
LDHA block	-4.4	-6.2	-12.9	3.2	48.0
RGS4 inh	9.0%	15.9%	-28.2%	-12.3%	-118.2%

# Single records, from the list above. Values in the order: GRP78 ERSR act	12-LOX inh	D2 antag	D2 agonist	Vif-A3G inh	ERG-DNA inh	Vif-APOBEC3F blk	LDHA block	RGS4 inh
# Listed for O=C(COc1ccc(Cl)cc1)Nc1ccc2c(c1)OCO2 → -1.2%	-7.9%	8.0	0.1	-1.8%	-6.7%	6.1%	-6.6	-1.9%
# Listed for CC(C)COc1cccc(C(=O)N(CC(=O)Nc2ccccc2C(F)(F)F)Cc2ccco2)c1 → -7.5%	-0.9%	-8.8	1.4	9.0%	3.3%	-5.5%	0.5	-11.4%

# Following part.
(21) O=C(CSc1ccccc1C(=O)O)c1ccc([N+](=O)[O-])cc1
(22) O=S(=O)(N/N=C/c1ccc2c(c1)OCCO2)c1ccccc1
(23) Cc1ccc2nc(N3CCOCC3)c(C=O)c(=O)n2c1
(24) C#CCOCCOCCOCCNc1nc(N2CCN(C(=O)[C@H](CO)n3cc([C@@H](N)C(C)C)nn3)CC2)nc(N2CCN(C(=O)[C@H](CCC(=O)O)n3cc([C@@H](N)CCCCN)nn3)CC2)n1
(25) Cc1cc(C(=O)COC(=O)CC2Sc3ccccc3NC2=O)c(C)n1-c1cccc(C(F)(F)F)c1 (stereo not drawn)
Screen / compound no.	21	22	23	24	25
GRP78 ERSR act	0.5%	-1.1%	1.5%	-0.6%	3.3%
12-LOX inh	-9.5%	16.6%	3.8%	13.6%	u
D2 antag	-20.7	-7.9	-14.1	x	-0.4
D2 agonist	-0.6	1.4	1.1	x	-1.2
Vif-A3G inh	-3.7%	-5.3%	-9.8%	-0.6%	-11.9%
ERG-DNA inh	8.4%	-2.0%	6.9%	-11.6%	13.8%
Vif-APOBEC3F blk	-3.9%	-2.1%	-11.0%	7.0%	-6.6%
LDHA block	-0.6	1.9	-3.6	4.6	-2.9
RGS4 inh	u	-36.0%	-3.0%	-5.6%	-6.5%

(26) O=C(NCc1cccs1)c1cnc2ccccn2c1=O
(27) COc1cccc(NC(=O)CN(C)C(C)C(=O)NC(C)c2ccc(Cl)cc2Cl)c1 (stereo not drawn)
(28) COc1ccc(CN2CCN(Cc3cc4ccccc4o3)CC2CCO)cc1C (stereo not drawn)
(29) COCCn1c(SCC(=O)NC2CC2)nnc1-c1ccco1
(30) CCN(CC)S(=O)(=O)c1ccc(NS(=O)(=O)CC23CCC(CC2=O)C3(C)C)cc1 (stereo not drawn)
Screen / compound no.	26	27	28	29	30
GRP78 ERSR act	9.6%	-1.3%	-1.9%	-4.6%	-5.0%
12-LOX inh	6.1%	-26.9%	-7.6%	-1.9%	-17.6%
D2 antag	2.7	-9.6	24.7	9.5	-10.9
D2 agonist	-0.4	0.2	66.5*	0.9	2.0
Vif-A3G inh	-0.6%	2.7%	-0.3%	3.1%	-2.7%
ERG-DNA inh	0.2%	2.2%	1.5%	-1.9%	-2.8%
Vif-APOBEC3F blk	-7.0%	8.3%	-9.7%	-22.2%	-8.6%
LDHA block	-9.9	-3.2	-0.8	2.1	-3.6
RGS4 inh	-11.9%	-10.0%	-2.6%	5.1%	-13.0%

(31) CC(C)NC(=O)CN1C(=O)C(C)(C)Oc2ccc(C(=O)NC3CCCCC3)cc21
(32) Cc1ccc(NC(=O)C2CC(=O)N/C(=N/N=C/c3ccco3)S2)cc1C (stereo not drawn)
(33) C=CCOn1c(=O)c(-c2ccc(Cl)cc2)[n+]([O-])c2ccccc21
(34) Cc1ccc(S(=O)(=O)N(C)c2ccc(OCC(=O)N3CCCC(C(F)(F)F)C3)cc2)cc1 (stereo not drawn)
(35) CC(C)NC(=O)CSCc1c(Cl)cccc1Cl
(36) CC(=O)c1cccc(NC(=O)C(C)OC(=O)c2cccc(S(=O)(=O)N3CCN(C)CC3)c2)c1 (stereo not drawn)
(37) COc1ccc(C(=O)Nc2nc(C)cc(C)n2)cc1[N+](=O)[O-]
(38) CSc1nnc2c3c4c(sc3nc(-n3nc(C)cc3C)n12)COC(C)(C)C4
Screen / compound no.	31	32	33	34	35	36	37	38
GRP78 ERSR act	-1.0%	-1.0%	-3.1%	1.3%	-0.8%	-2.4%	-1.9%	-5.6%
12-LOX inh	13.5%	0.4%	1.3%	-15.6%	72.9%[activator]	-16.1%	-8.4%	10.9%
D2 antag	31.5*	5.9	-7.4	2.9	-3.4	0.0	-13.2	48.4*
D2 agonist	-0.1	-0.3	0.4	0.1	-1.4	-0.1	0.4	0.2
Vif-A3G inh	-3.2%	-4.3%	-0.1%	0.8%	0.4%	0.1%	1.1%	-1.8%
ERG-DNA inh	-7.6%	19.3%	-5.5%	-4.1%	-6.2%	4.0%	-5.3%	1.7%
Vif-APOBEC3F blk	7.4%	1.3%	1.5%	-1.9%	1.7%	0.1%	-3.7%	0.8%
LDHA block	-12.3	-5.9	-1.4	1.4	1.0	-1.1	-5.8	-4.3
RGS4 inh	-8.7%	1.2%	10.4%	0.5%	21.0%	-5.4%	-8.1%	-23.8%[11.4 µM]
